# From PubChem
# IDE act = human IDE activators in live cells, primary screen, fluorescence polarization, HEK cells, FAbeta-B substrate. Insulin-degrading enzyme (Homo sapiens), P14735. FAbeta-B cleavage; 0% vehicle, 100% cell-free pure enzyme wells. activation, % at 5.96 µM. actives 0.073% (n = 340,000). AID 493087, 2011;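 active = activation above the mean of all tested compounds plus 3 SD, set per screening campaign, cut at about 17% in these data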
# PfM18AAP inh = PfM18AAP inhibitors, malaria aminopeptidase, primary screen, biochemical, QFRET, recombinant enzyme; M18 aspartyl aminopeptidase (Plasmodium falciparum 3D7); H-Glu-NHMec fluorogenic cleavage; inhibition, % at 7.35 µM; actives 1.2% (n = 290,000); AID 1822, 2009;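 active = inhibition above the campaign mean inhibition over all tested compounds plus 3 SD, cut at about 28% in these data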;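 also: 0% = plate median of test compound wells and 100% = 2 mM ZnCl2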
# PHOSPHO1 block = PubChem AID 1565 | recombinant PHOSPHO1, absorbance phosphatase assay | inhibition, % at 13.3 µM | actives 1.1% (n = 290,000); in the data active = inhibition above about 60%
# Target sequence (Q8TCT1 whole entry, looked up): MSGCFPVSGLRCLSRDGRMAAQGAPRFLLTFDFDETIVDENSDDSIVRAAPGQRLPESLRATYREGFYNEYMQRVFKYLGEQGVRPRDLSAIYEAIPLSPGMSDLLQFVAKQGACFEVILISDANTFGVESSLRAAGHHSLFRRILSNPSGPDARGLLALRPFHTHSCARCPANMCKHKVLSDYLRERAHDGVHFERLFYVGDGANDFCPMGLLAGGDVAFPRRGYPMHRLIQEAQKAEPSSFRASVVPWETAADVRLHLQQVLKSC
# IDE inh = human IDE inhibitors in live cells, primary screen, fluorescence polarization, HEK cells, FAbetaB substrate | Insulin-degrading enzyme (Homo sapiens), P14735 | inhibition, % at 5.59 µM | actives 0.41% (n = 320,000) | AID 434962, 2010 | FAbetaB cleavage;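 active = percent inhibition above the average of all tested compounds plus 3 SD, set per screening campaign, cut at about 16% in these data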;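 also: IDE supplied by intact live HEK cells; FP after avidin binding of uncleaved biotin substrate so inhibition keeps polarization high; 0% = DMSO wells and 100% = 60 µM reference IDE inhibitor Ii1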
# NALP1 inh = NALP1 inflammasome inhibitors in reconstituted yeast, colorimetric, S. cerevisiae, triplicate retest; S. cerevisiae NALP1/ASC/caspase-1 growth, X-gal OD620, 72 h; inhibition, % at 10 µM; AID 2071, 2009; actives 0.61% (n = 280,000); in the data active = inhibition mostly above about 24%, no sharp cut-off; inactive = mostly below about 32%; also: some compounds called inactive have numbers as strong as hits
# IMP-1 inhibitor = IMP-1 metallo-beta-lactamase inhibitors, primary screen, biochemical, epi-absorbance readout, Pseudomonas aeruginosa enzyme; inhibition, % at 5.6 µM; purified IMP-1, nitrocefin hydrolysis, epi-absorbance fluorescence; actives 0.45% (n = 290,000); metallo-beta-lactamase IMP-1 (Pseudomonas aeruginosa);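 active = inhibition above the mean plus 3 SD of all compounds in the same screening run, cut at about 4.5% in these data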;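 also: 0% = IMP-1 with DMSO and 100% = DMSO wells lacking enzyme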
#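 Assay system: purified IMP-1; Quantity: IMP-1 0.2 nM before substrate addition; Medium: HEPES buffer pH 7.1 with ZnSO4 and Brij 35; Incubation: 15 min enzyme–compound preincubation, then 25 min nitrocefin reaction, 25 °C; Signal: fluorescence quenching readout, ex 480/em 530 nm; Controls: DMSO with and without IMP-1; Repeats: singlicate testing.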
# VIM-2 inhibitor = VIM-2 metallo-beta-lactamase inhibitors, primary screen, biochemical, epi-absorbance readout, Pseudomonas aeruginosa enzyme. AID 1527, 2009. actives 0.89% (n = 290,000). inhibition, % at 5.6 µM. purified VIM-2, nitrocefin hydrolysis, epi-absorbance fluorescence;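 active = inhibition above the mean of all tested compounds plus 3 SD, cutoff set per screening run, cut at about 7.5% in these data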;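 also: red hydrolysis product quenches plate fluorescence so inhibitors raise well fluorescence; 0% = enzyme with DMSO and 100% = DMSO without enzyme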
# pCIP destab = p/CIP-EGFP fusion destabilizers, primary screen, fluorescence, F442A cells; Q05BA5; 16 h; decrease of EGFP signal, % at 10 µM; actives 0.01% (n = 290,000); AID 1984, 2009;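 active = EGFP signal decrease of at least 30% at 10 µM or well 3 SD below plate mean, unless failing retest; inactive = the rest, including hits failing retest or dose response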; also: some compounds called inactive have numbers as strong as hits; many of its hits are not listed in these tables
# GPR7 antagonist = GPR7 receptor antagonists, primary screen, cell-based, fluorescence, single concentration; Neuropeptides B/W receptor type 1 (Homo sapiens), P48145; inhibition, % at 4.4 µM; actives 1.1% (n = 290,000); AID 1861, 2009; GPR7-expressing cells, fluorescence antagonist assay; in the data active = inhibition above about 16%, passing the limit was not always enough;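 also: cells stimulated with the agonist NPW; 0% = agonist with vehicle and 100% = vehicle without agonist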
# Target sequence (P48145 whole entry, looked up): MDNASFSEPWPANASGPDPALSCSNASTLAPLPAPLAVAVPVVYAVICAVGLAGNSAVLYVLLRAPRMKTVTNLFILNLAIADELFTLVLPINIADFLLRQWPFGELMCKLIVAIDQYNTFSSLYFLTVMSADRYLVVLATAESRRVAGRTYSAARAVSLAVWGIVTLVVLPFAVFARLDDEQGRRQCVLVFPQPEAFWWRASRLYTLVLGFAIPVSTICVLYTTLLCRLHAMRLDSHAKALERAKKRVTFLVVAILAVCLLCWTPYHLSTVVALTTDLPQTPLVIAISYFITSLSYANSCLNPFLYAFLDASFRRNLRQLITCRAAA
# Starred values were filed as active, the others as inactive; . = not tested or not shown.
SMILES,IDE act,PfM18AAP inh,PHOSPHO1 block,IDE inh,NALP1 inh,IMP-1 inhibitor,VIM-2 inhibitor,pCIP destab,GPR7 antagonist
O[C@H]1[C@H](O)[C@@H](O)CN2CC[C@H](O)[C@H]12,9,4,8,6,10,-3.2,-2.0,5,7
CC(C)CCC1(CN2CCCC2=O)C(=O)NC(=O)NC1=O,2,2,-1,2,-1,-0.7,-1.6,-7,1
COc1cc2[nH]c(=O)n(-c3ccccc3)c(=O)c2cc1OC,5,-11,-13,2,-11,-2.7,-2.7,3,-5
CC/C(=N\NC(=O)c1ccccc1Cl)c1c(O)n(C2CCCCC2)c(=O)[nH]c1=O,9,0,15,9,-24,-3.1,-6.5,-7,35*
Cc1cc(C)n2nc(SCC(=O)N3CCC4(CC3)OCCO4)nc2n1,2,-6,20,2,2,-0.5,1.0,-1,0
CC(C)Nc1nc(Cl)nc(NC(C)C)n1,0,2,-14,3,6,-2.9,-2.1,-21,-5
O=c1[nH]c(=O)n(CCc2ccc(F)cc2)c(O)c1C=NCCCN1CCOCC1,5,-6,22,-5,24,-2.3,0.0,5,3
OC1/C(=C/c2ccc(Cl)cc2Cl)N2CCC1CC2 (stereo unspecified),-1,-4,-1,1,13,0.4,-0.2,14,-17
CN1C(=O)N(C)C(=O)C2(Cc3c(ccc4ccccc34)N(C)C2)C1=O,3,0,14,-1,11,2.3,3.4,-13,-9
O=C(c1ccc(Br)cc1)C12CN3CN(CN(C3)C1)C2,4,2,-3,1,-11,-3.6,-3.6,0,2
CC1CCCCN1Cc1c[nH]c2ccccc12 (stereo unspecified),4,7,8,-5,-69,-1.5,-0.3,2,11
CCCCn1c(O)c(C(C)=NCCc2c[nH]c3ccccc23)c(=O)[nH]c1=O,6,9,16,4,-1,-1.8,0.3,1,-3
CCOc1cccc(OCC)c2c(C)[n+](CC3CCCO3)c(C)c1-2 (stereo unspecified),2,2,95*,0,-7,-3.6,-2.5,-12,-7
O=c1c2ccccc2[nH]c(=S)n1-c1ccc2c(c1)OCCO2,-4,4,37,4,.,-5.7,-2.8,-3,-9
O=C(c1cc2cc(Br)ccc2[nH]1)N1CCC2(CC1)OCCO2,-7,-4,23,6,21,-0.1,-1.4,8,7
CCOC(=O)C1=C(N)OC2=C(C(=O)CCC2)C12C(=O)N1c3c(ccc(C)c32)C(C)=CC1(C)C (stereo unspecified),3,4,2,1,0,-4.1,-2.8,1,-4
CN(C)C(=O)Oc1ccc2ccccc2c1Cl,4,-3,18,-1,15,-2.1,-5.4,1,-14
CCCCN=Cc1c(O)n(-c2c(C)cc(C)cc2C)c(=O)[nH]c1=O,1,-5,-51,4,8,1.3,-2.3,-5,-2
NCCc1c[nH]c2ccc(F)cc12,.,-4,40,2,18,-1.9,0.5,-2,-4
Cc1ccccc1-n1c(O)c(/C=N/NC(=O)c2ccccc2O)c(=O)[nH]c1=S,7,9,3,-3,.,-1.9,-2.7,0,-3
CCN(CC)C(=O)c1ccc(NC(=O)CSc2nnnn2-c2cc(OC)ccc2OC)cc1,-5,-6,15,-1,4,-5.0,-2.9,-15,-1
CC(=O)c1ccc(NC2=NCCCS2)cc1,1,0,32,-1,13,-2.0,-1.2,7,-5
CC/C(=N\N1CCCCCC1)c1c(O)n(-c2ccc(C)cc2)c(=O)[nH]c1=O,4,3,-8,3,37,-2.9,-1.4,-10,-9
C=CCN1C(=O)NC(=O)/C(=C/c2ccc(OCC(=O)Nc3ccc(C)cc3)cc2)C1=O,3,-9,38,.,25,-0.2,1.5,-4,1
CCCCn1c(O)c(C=Nc2c(C)n(C)n(-c3ccccc3)c2=O)c(=O)[nH]c1=O,5,5,11,4,1,-2.7,-3.8,-8,-18
Cc1ccc(-n2c(O)c(/C=N/Nc3ccccc3)c(=O)[nH]c2=O)cc1C,.,6,-6,-5,-5,-2.5,-2.0,-2,-5
NC(CC(=O)O)C1CCCCC1 (stereo unspecified),.,-5,38,2,15,-1.9,-1.6,-7,-16
O=c1c2cc(Cl)cc(Cl)c2nc(CN2CCOCC2)n1-c1ccccc1F,1,-8,-16,1,.,1.6,0.1,2,-4
O=C1c2ccccc2C(=O)N1Cc1nc2ccccc2c(=O)n1-c1ccccn1,2,4,16,1,4,-3.0,-0.7,7,-10

# A draw from above in order of formula weight, lowest first.
SMILES,IDE act,PfM18AAP inh,PHOSPHO1 block,IDE inh,NALP1 inh,IMP-1 inhibitor,VIM-2 inhibitor,pCIP destab,GPR7 antagonist
NC(CC(=O)O)C1CCCCC1 (stereo unspecified),.,-5,38,2,15,-1.9,-1.6,-7,-16
NCCc1c[nH]c2ccc(F)cc12,.,-4,40,2,18,-1.9,0.5,-2,-4
O[C@H]1[C@H](O)[C@@H](O)CN2CC[C@H](O)[C@H]12,9,4,8,6,10,-3.2,-2.0,5,7
CC1CCCCN1Cc1c[nH]c2ccccc12 (stereo unspecified),4,7,8,-5,-69,-1.5,-0.3,2,11
CC(C)Nc1nc(Cl)nc(NC(C)C)n1,0,2,-14,3,6,-2.9,-2.1,-21,-5
CN(C)C(=O)Oc1ccc2ccccc2c1Cl,4,-3,18,-1,15,-2.1,-5.4,1,-14
OC1/C(=C/c2ccc(Cl)cc2Cl)N2CCC1CC2 (stereo unspecified),-1,-4,-1,1,13,0.4,-0.2,14,-17
O=C(c1ccc(Br)cc1)C12CN3CN(CN(C3)C1)C2,4,2,-3,1,-11,-3.6,-3.6,0,2
CN1C(=O)N(C)C(=O)C2(Cc3c(ccc4ccccc34)N(C)C2)C1=O,3,0,14,-1,11,2.3,3.4,-13,-9
CCCCn1c(O)c(C(C)=NCCc2c[nH]c3ccccc23)c(=O)[nH]c1=O,6,9,16,4,-1,-1.8,0.3,1,-3
CCCCn1c(O)c(C=Nc2c(C)n(C)n(-c3ccccc3)c2=O)c(=O)[nH]c1=O,5,5,11,4,1,-2.7,-3.8,-8,-18
O=c1[nH]c(=O)n(CCc2ccc(F)cc2)c(O)c1C=NCCCN1CCOCC1,5,-6,22,-5,24,-2.3,0.0,5,3
CC/C(=N\NC(=O)c1ccccc1Cl)c1c(O)n(C2CCCCC2)c(=O)[nH]c1=O,9,0,15,9,-24,-3.1,-6.5,-7,35*
CCOC(=O)C1=C(N)OC2=C(C(=O)CCC2)C12C(=O)N1c3c(ccc(C)c32)C(C)=CC1(C)C (stereo unspecified),3,4,2,1,0,-4.1,-2.8,1,-4
CCN(CC)C(=O)c1ccc(NC(=O)CSc2nnnn2-c2cc(OC)ccc2OC)cc1,-5,-6,15,-1,4,-5.0,-2.9,-15,-1

# Full records from above. Order of values: IDE act, PfM18AAP inh, PHOSPHO1 block, IDE inh, NALP1 inh, IMP-1 inhibitor, VIM-2 inhibitor, pCIP destab, GPR7 antagonist
# NCCc1c[nH]c2ccc(F)cc12 is listed as ., -4, 40, 2, 18, -1.9, 0.5, -2, -4
# Cc1ccccc1-n1c(O)c(/C=N/NC(=O)c2ccccc2O)c(=O)[nH]c1=S is listed as 7, 9, 3, -3, ., -1.9, -2.7, 0, -3

# An excerpt, so the mix of outcomes need not match the whole.
